Screening data: PubChem, National Center for Advancing Translational Sciences (NCATS)
Pf growth 96h – Primary qHTS for delayed death inhibitors of the malarial parasite plastid, 96 hour incubation; Potency, µM (titrated, usually from 28.7 µM), for the others: top-dose activity change, negative = inhibition, usual class: inhibitors; actives 6.9% (n = 320,000); AID 504834, 2011; P. falciparum luciferase reporter growth, 96 h; further: potency means the concentration at half of the fitted maximal effect; on the % scale 0 is the no-effect control and ±100 the full control effect
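Two-generation exposure (96 h) targets delayed-death phenotype. Reporter parasites carrying integrated firefly luciferase, in red cells at 2% hematocrit and 0.05% parasitemia final, kept at 37 C, 5% CO2; luminescence loss indicates inhibition.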
Shiga inhibitor – A qHTS for Small Molecule Inhibitors of Shiga Toxin | inhibition, % at 38.7 µM | actives 9.2% (n = 290,000) | Vero cells, Shiga toxin protein synthesis inhibition reporter | AID 2315, 2010; in the data active means inhibition mostly above about 28%, no sharp cut-off; inactive means mostly below about 43%; further: 0% is about no effect
Pf growth 48h – Primary qHTS for delayed death inhibitors of the malarial parasite plastid, 48 hour incubation; P. falciparum luciferase growth in erythrocytes, 48 h; Potency, µM (doses to about 28.7 µM), for inactives: at the highest dose activity change, negative = inhibition, most hits filed as inhibitors; actives 5.9% (n = 310,000); further: potency means the concentration at half of the fitted maximal effect; on the % scale 0 is the no-effect control and ±100 the full control effect
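A one-generation exposure of luciferase-tagged malaria parasites in RPMI 1640/Albumax erythrocyte culture, 37 C and 5% CO2. Inhibition is inferred from decreased luminescence after adding detection reagent.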
Cycloheximide cs – Cycloheximide Counterscreen for Small Molecule Inhibitors of Shiga Toxin; cell reporter, cycloheximide protein synthesis inhibition counterscreen; max response, %; actives 12% (n = 300,000); in the data active means max response mostly above about 13%, no sharp cut-off; inactive means mostly below about 14%; further: read at 38.3 µM for the half of the compounds with a filed dose; 0% is about no effect
FBPA Giardia inh – qHTS Assay for Inhibitors of Fructose-1,6-bisphosphate Aldolase from Giardia Lamblia | purified Giardia FBPA | Potency, µM (titrated, usually from 59.6 µM), inactives show at the top dose activity, negative = inhibition, hits mostly inhibitors | actives 0.71% (n = 290,000) | AID 2451, 2010; further: potency means the concentration at half of the fitted maximal effect; on the % scale 0 is the no-effect control and ±100 the full control effect; nearly all actives have a fitted effect of over 55% in size
Target sequence (A8B2U2 whole entry, looked up): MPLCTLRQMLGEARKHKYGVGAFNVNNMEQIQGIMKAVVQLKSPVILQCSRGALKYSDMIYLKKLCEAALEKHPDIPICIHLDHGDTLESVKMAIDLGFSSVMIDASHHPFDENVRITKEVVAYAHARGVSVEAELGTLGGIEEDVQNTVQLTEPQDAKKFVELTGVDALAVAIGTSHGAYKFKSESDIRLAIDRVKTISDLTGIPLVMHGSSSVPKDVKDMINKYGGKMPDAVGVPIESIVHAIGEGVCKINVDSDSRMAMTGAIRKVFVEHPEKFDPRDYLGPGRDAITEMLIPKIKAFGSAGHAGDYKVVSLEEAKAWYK
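40 nM FBPA preincubated 10 min at RT with compound (up to 57.5 uM final), then substrate plus GAPDH/TPI/NAD/arsenate coupling and diaphorase/resazurin added. Fluorescence read after 20 min at RT, 525/598 nm.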
Sm TGR block – qHTS Assay for the Inhibitors of Schistosoma Mansoni Peroxiredoxins; purified TGR, DTNB reduction, TNB absorbance 405 nm; Schistosoma mansoni thioredoxin glutathione reductase (TGR), Q962Y6; actives 3% (n = 360,000); AID 485364, 2010; Potency, µM (top dose mostly 114 µM), for the others: top-dose activity change, negative = inhibition, actives largely listed as inhibitors; further: potency means the concentration at half of the fitted maximal effect; on the % scale 0 is the no-effect control and ±100 the full control effect; nearly all actives have a fitted effect of over 60% in size
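Kinetic colorimetric format: TGR-catalysed, NADPH-driven DTNB reduction monitored via TNB absorbance. Enzyme dispensed at 20 nM; compound exposure 15 min at room temperature before reaction start.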
An asterisk follows results filed as active; u = inconclusive; x = no result given; & = joins results of further samples; [ ] = dose if it differs, or a comment. Unless noted, the call rests on the fitted dose curve; in most records, active means well fitted curve in the direction sought with a large enough effect; inconclusive means small, poorly fitted or top-dose-only effect, or another doubt; inactive means no such curve, though single readings can be large; an effect the other way counts as inactive or inconclusive.

Values in the order: Pf growth 96h	Shiga inhibitor	Pf growth 48h	Cycloheximide cs	FBPA Giardia inh	Sm TGR block
Cc1cccc(N2CCN(C(=O)C3CC(=O)N(c4ccc5c(c4)OCCO5)C3)CC2C)c1 (stereo unspecified)
    -11%	x	-29%	x	x	45µM*
Cc1ccc(OCc2nc(C#N)c(NCc3ccc4c(c3)OCO4)o2)cc1
    12%	-15	-15%	11	-1%	-5%
C=CCN(C(=O)c1cccc(C(F)(F)F)c1)C1(C(=O)Nc2ccccc2)CCN(C(C)C)CC1
    7.4µM*	-9	u	-4	2%	0%
CCOC(=O)Cc1csc(NC(=O)C2C3C=CC(C3)C2C(=O)O)n1 (stereo unspecified)
    u	15	14%	5	2%	1%
CS(=O)(=O)c1ccc(-c2nnn(CC(=O)Nc3ccc4c(c3)OCCO4)n2)cc1
    20%	21	7%	15*	4%	6%
Cc1cc(=O)c2ccccc2[nH]1
    79%[activator]	-8	19%	-5	-4%	4%
CC1(C)CC[C@]2(C(=O)O)CC[C@]3(C)C(=CCC4[C@@]5(C)CC[C@H](O)C(C)(C)C5CC[C@]43C)C2C1 (stereo partly specified)
    u	-12	-26%	-5	0%	-4%
Cc1cccc(-n2c(=O)c(C#N)cc3c(=O)n4ccccc4nc32)c1
    -41%	14	x	5	-4%	-20%
COc1ccc(S(=O)(=O)N2CCN(C/C=C/c3ccccc3)CC2)cc1F
    40%[activator]	-4	0%	-1	x	-8%
COc1ccc(S(=O)(=O)/C(C#N)=C/Nc2ccccc2F)cc1
    -10%	-18	-9%	-2	-2%	5%
O=C(Nc1ccc(Cl)c(Cl)c1)Nc1cc(C(=O)NC2CC2)ccc1Cl
    u	-5	13µM*	-2	5%	2%
O=C(C1CC(=O)N(c2ccc3c(c2)OCCO3)C1)N1CCN(c2ccccc2O)CC1 (stereo unspecified)
    0%	-8	25%	-3	x	0%
COc1ccc(NC(=O)/C(N=Nc2cc(S(=O)(=O)Nc3ccc(OC)cc3)ccc2OC)=C(\C)O)cc1
    -29%	-17	u	-4	6%	11%
CCOC(=O)NC(=O)c1cn(Nc2ncc(Cl)cc2C(F)(F)F)c(=O)[nH]c1=O
    20%	18	0%	1	3%	-8%
CC1CCCCN1C(=O)c1cc2nc(-c3ccccc3)cc(-c3ccccc3)n2n1 (stereo unspecified)
    u	-1	8.3µM*	-1	-4%	-5%
C=CCNC(=O)CC(=O)N/N=C/c1cccc(Br)c1
    53%[activator]	-7	32%[activator]	1	-14%	0%
CS(=O)(=O)N(CCC#N)Cc1ccco1
    -14%	28	12%	-6	2%	-13%
O=C(OCC(=O)N1c2ccccc2Sc2ccccc21)C1CC(=O)N(Cc2ccco2)C1 (stereo unspecified)
    11%	10	-14%	-4	-7%	28µM*
C/C=C(\C)C(=O)NCCN1C2=NC[C@H](C(C)C)N2C[C@@H]1Cc1ccc(OC)cc1
    90%[activator]	1	48%[activator]	-2	11%	0%
Cc1ccc(-c2nc3ncccn3c2NC(=O)C2CC2)cc1
    u	-10	6%	2	1%	2%
Cc1ccccc1N=C(NO)c1nonc1N
    66%[activator]	17	47%[activator]	1	0%	0%
O=C(NC1CCN(S(=O)(=O)c2cccc(Cl)c2)CC1)C1CCCCC1
    -2%	14	3%	-1	1%	-9%
COc1ccccc1C(=O)NCc1ccccn1
    25%	2	8%	1	-6%	11%
CCOC(=O)c1sc2ncnc(N3CCN(C)CC3)c2c1C
    91%[activator]	-2	21%	7	4%	x
O=C(NCc1ccccc1)C1(C(F)(F)F)CC(CCCO)CCCO1 (stereo unspecified)
    x	-3	x	2	0%	x
Cc1ccc(S(=O)(=O)N(C)C)cc1NC(=O)CN1C(=O)NC(Cc2ccccc2)C1=O (stereo unspecified)
    u	x	1%	x	x	3%
O=C(CSc1ccc2nnc(-c3cccnc3)n2n1)NCc1ccc2c(c1)OCO2
    1%	-3	12%	-4	-14%	-3%
CC(=O)Nc1ccc(NC(=O)Cc2ccc(-c3ccccc3)cc2)cc1
    -18%	13	6%	13	6%	3%
COc1ccc(CCNCC(=O)Nc2ccccc2C(F)(F)F)cc1
    -28%	-1	13µM*	-2	4%	-7%
COc1cc(/C=C(/C)[N+](=O)[O-])ccc1OCc1ccccc1Cl
    u	28	29%	-7	-6%	u

Overlap with the part before: 2 entries, followed by the next part.
Values in the order: Pf growth 96h	Shiga inhibitor	Pf growth 48h	Cycloheximide cs	FBPA Giardia inh	Sm TGR block
COc1ccc(CCNCC(=O)Nc2ccccc2C(F)(F)F)cc1
    -28%	-1	13µM*	-2	4%	-7%
COc1cc(/C=C(/C)[N+](=O)[O-])ccc1OCc1ccccc1Cl
    u	28	29%	-7	-6%	u
Cc1cccc(COc2ccccc2C(=O)OCC(=O)N(C)c2c(N)n(Cc3ccccc3)c(=O)[nH]c2=O)c1
    u	11	u	6	x	-5%
Cc1ccc(S(=O)(=O)NNC(=O)Nc2ccc([N+](=O)[O-])cc2)c(C)c1
    -28%	-7	1%	1	x	3%
COC(=O)/C(=C1\Oc2ccc(C(C)(C)C)cc2S1)C(F)(F)F
    79%[activator]	15	105%[activator]	15	4%	-8%
O=C(O)CNC(=O)/C(=C\c1cccc([N+](=O)[O-])c1)NC(=O)c1ccco1
    -7%	-5	11%	-6	-2%	-17%
O=C(NC1CC1)c1nc(Cn2ccc([N+](=O)[O-])n2)no1
    -32%	-10	16%	-5	0%	1%
Cc1cc(S(=O)(=O)NC2CCCCC2)c(C)s1
    0%	12	22%	-3	1%	4%
Cc1nnc(SCc2cccc3ccccc23)s1
    105%[activator]	71*	62%[activator]	52*	6%	0%
COC(=O)[C@H](Cc1ccccc1)NC(=O)NCCc1ccc(S(N)(=O)=O)cc1
    12%[5.75 µM]	34	-4%	0	1%	-6%
CCOc1ccc(CCNS(=O)(=O)c2c(C)nc3scc(C)n3c2=O)cc1OCC
    u	-6	-2%	-3	-7%	-8%&0%
COc1ccccc1CNCc1cc(OC)c(OC)c(OC)c1
    27%	-4	-4%	-9	u	u
O=C(Nc1nnc(SCC(=O)N2CCCCC2)s1)c1cccs1
    -3%	6	20%	-2	2%	7%
O=C(Nc1ccc(O)c2c(=O)cc(-c3ccccc3Cl)oc12)c1ccc(Cl)c(Cl)c1
    u	23&1	-1%	10&-7	3%&-7%	-19%
C/C(=N\NC(=O)c1ccco1)c1ccc(NC(=O)c2ccccc2)cc1
    13µM*	72*	325%[activator]	35*	-12%	4%
Cc1cccc(N(C)C(=O)c2coc(=O)c3ccccc23)c1
    u	-5	6%	-4	0%	2%
COc1ccc(/C=N/NC(=O)c2cccc(COCC(F)(F)C(F)F)c2)cc1
    u	8	-10%	-2	-3%	0%
CCOC(=O)c1c(NC(=O)Cc2cccs2)sc(C(=O)NC2CCCCC2)c1C
    54%[activator]	-10	3%	1	0%	-1%
O=C(CSc1nc2c(cnn2-c2ccc(F)cc2)c(=O)[nH]1)N1CCCCC1
    -1%	0	-3%	-3	-13%	-1%
CCOC(=O)N1CCC(Nc2c(NCCCN(CC)c3cccc(C)c3)c(=O)c2=O)CC1
    u	-13	x	-9	-7%	-15%
O=C(NCc1ccc(F)cc1)C1CCCN(C(=O)Nc2ccc(F)cc2)C1 (stereo unspecified)
    25%	0	-7%	-5	9%	5%
O=C(NCCCN1CCCC1)c1ccc2c(c1)N(Cc1ccccc1F)C(=O)c1ccccc1S2=O (stereo unspecified)
    1%	-11	u	-6	-3%	-7%
O=C(CCS(=O)(=O)Cc1ccccc1)NCCc1ccccc1
    -14%	-5	9%	-3	2%	0%
COc1ccc(CN(Cc2cccn2C)S(=O)(=O)c2ccc(F)cc2)cc1
    u	-4	u	3	-14%	-17%
O=C(Nn1cnnc1)C1CCCN1S(=O)(=O)c1ccc(F)cc1 (stereo unspecified)
    -1%	-10	19%	-2	6%	10%
CCOc1ccccc1/C=C(/NC(=O)c1ccccc1)C(=O)N(CC)CC
    u	-2	-30%	1	7%	-16%
CCOc1ccc(NC(=O)C2CCCN2C(=O)Oc2ccccc2)cc1 (stereo unspecified)
    18%	-1	-6%	-5	x	-13%
COc1ccc(CC(=O)Nc2c(C(=O)N3CCN(c4ncccn4)CC3)oc3ccccc23)cc1OC
    u	-7	u	11	-6%	4%
Cc1ccc(S(=O)(=O)N(C)C)cc1NC(=S)N(C)C1CCN(C)CC1
    13%	-3	6%	-2	-3%	-11%
O=C(NCc1n[nH]c(=S)n1-c1cccc(Cl)c1)c1ccc(S(=O)(=O)N2CCCCC2)cc1
    7%	-2	-26%	-3	-2%	1%
CCC(CC)c1nnc(NC(=O)CCNC(=O)c2ccccc2Cl)s1
    -10%	-3	-25%	-1	0%	2%
Cc1cc(C(F)(F)F)n(-c2ccc(N)cc2)n1
    -2%	25	9%	-6	3%	-11%
Cn1ncc(Cl)c1C(=O)N1CCN(S(=O)(=O)c2ccc(F)cc2)CC1
    18%	-9	10%	-1	x	3%
NC(=O)c1ccccc1NC(=O)CCCN1C(=O)CCC1=O
    x	-9	29%	-1	6%	-28%
O=C(CCC(=O)N1CCN(S(=O)(=O)c2ccc(Cl)cc2)CC1)Nc1ccc2ccccc2c1
    -2%	6	-11%	1	4%	8%
COc1ccc(NC(=O)Nc2ccon2)c(OC)c1
    -2%	26	37%[activator]	7	-4%	15%
Cc1ccc(NC(=O)c2ccc(Cl)c(S(=O)(=O)N3CCCCCC3)c2)nc1
    u	x	u	x	x	1%
CC1=NN(C(=O)c2ccccc2Br)C(O)(c2cccnc2)C1 (stereo unspecified)
    -6%	-11	36%[activator]	0	8%	-18%
Cc1c(C)n(C)c2ccc(C(=O)NCc3cccs3)cc12
    27%	15	u	2	-27%	-7%
Cn1c(=O)n(CC(N)=O)c2ccccc21
    x	-25	13%	-2	4%	0%
CC(=O)c1cccc(NC(=O)CSc2nnnn2C2CCCC2)c1
    2%	15	14%	-1	4%	-19%
COC(=O)c1cc2c(cc1Cl)N1CCCCCC1=NS2(=O)=O
    17%	27	20%	2	5%	5%
CCC(Oc1ccc(C)c(C)c1)C(=O)N1CCCN(C)CC1 (stereo unspecified)
    5%	-17	5%	-8	-13%	-8%
CCN(CC)S(=O)(=O)c1cccc(NC(=O)COC(=O)CCc2nc3ccccc3s2)c1
    u	-2	-3%	-3	5%	0%
CNC(=O)N/N=C(\N)c1ccccn1
    68%[activator]	37	58%[activator]	19*	u	12%
CC(=O)Nc1cccc(NC(=O)CSc2nc(=O)n(CCN3CCOCC3)c3c2CCC3)c1
    -1%	x	-6%	x	x	-5%
Cc1cccc(-n2ccnc2SCC(=O)Nc2cccc(S(=O)(=O)NC3=NCCC3)c2)c1C
    -21%	x	10µM*	x	x	0%
CC(C)C(CO)NC(=O)CC(=O)NC(CO)C(C)C (stereo unspecified)
    17%	-11	9%	0	0%	7%
Nc1ccccc1-c1nnc(-c2ccccc2N)n1N
    88%[activator]	57*	93%[activator]	38*	0%	19%
Cc1cc2nc(CO)[nH]c2cc1C
    80%[activator]	21	19%	0	1%	0%
CCOC(CNC(=O)c1cccn2c(=O)c3c(C)c(C)sc3nc12)OCC
    13µM*	-4	6.6µM*	-2	-3%	-15%
COc1ccccc1N1CCN(c2nccc(C)n2)CC1
    2%	-7	25%	-2	-8%	12%
